# Screening results: PubChem BioAssay, National Center for Advancing Translational Sciences (NCATS)
# Tau FP inhib: blocks human tau fibril formation measured by polarization | K18 P301L tau heparin fibrillization, Alexa594 FP, 6 h | Potency, µM (titrated, usually from 57.7 µM), for the others: at the highest dose activity, negative = inhibition, most hits filed as inhibitors | 280,000 tested, 0.39% active; further: on the % scale 0 is the no-effect control and ±100 the full control effect; nearly all actives have a fitted effect of over 55% in size
# Target sequence (P10636 561-689 P618L limits assumed): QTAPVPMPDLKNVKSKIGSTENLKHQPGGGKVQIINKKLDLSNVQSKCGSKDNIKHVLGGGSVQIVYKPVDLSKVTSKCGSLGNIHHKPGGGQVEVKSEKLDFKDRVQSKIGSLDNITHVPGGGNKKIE
#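 Steps: dispense K18 P301L tau (15 uM plus 0.24 uM Alexa 594 tracer, final) in pH 7 sodium acetate; add compound; add heparin (20 uM final); incubate 6 hr, 37 C; add ThT (30 uM final); after 1 hr ambient, read FP.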
# L3MBTL1 inh: L3MBTL1 (human) inhibition; Q9Y468; AlphaScreen L3MBTL1–H3K9me1 peptide binding; Potency, µM (doses to about 57.1 µM), for inactives: at the top dose activity, negative = inhibition, most hits filed as inhibitors; 230,000 tested, 0.66% active; further: on the % scale 0 is the no-effect control and ±100 the full control effect; nearly all actives have a fitted effect of over 60% in size
#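 AlphaScreen assay: L3MBTL1 (50 nM final) was preincubated 30 min at room temperature with biotinylated H3(1-15)K9me1 peptide (75 nM final), then 30 min with library compounds; streptavidin donor and nickel chelate acceptor beads (10 ug/mL final) added, 30 min dark.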
# TR SRC2 fluor cs: alters Texas Red total fluorescence, flagging assay interference; TRb/SRC2 Texas Red total fluorescence interference; 280,000 tested, 0.29% active; AID 1479; Potency, µM (top dose mostly 106 µM), for inactives: at the highest dose fluorescence change, negative = quenching; active means well fitted curve in either direction with a large enough effect; inconclusive means small, poorly fitted or top-dose-only effect; further: on the % scale 0 is the no-effect control and ±100 the full control effect
#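 Human TRβ ligand-binding domain (0.6 uM) and Texas Red SRC2 peptide (20 nM) in Tris buffer with 1 uM T3 and 5% DMSO were incubated with pinned compound for 5 hr at ambient temperature. Total fluorescence was computed as S + 2P (555/632 nm).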
# Tau fibril ThT: inhibitors of human tau fibril formation, thioflavin T binding | P10636 | recombinant tau K18 P301L, heparin-induced fibrillization, ThT fluorescence | Potency, µM (doses to about 57.4 µM), inactives show at the highest dose activity, negative = inhibition, actives largely listed as inhibitors | 270,000 tested, 2.1% active | AID 1460; further: on the % scale 0 is the no-effect control and ±100 the full control effect; nearly all actives have a fitted effect of over 55% in size
#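 Tau K18 P301L fragment (15 uM unlabeled plus 0.24 uM Alexa 594-labeled) in 100 mM sodium acetate pH 7 with compound, fibrillization induced by 20 uM heparin for 6 hr at 37 C. Thioflavin T (30 uM) added, fluorescence read after 1 hr (ex 450, em 510 nm).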
# HTT cytoprotect: protects HTT-Q103 PC12 cells, measured by ATP | 230,000 tested, 0.14% active | Potency, µM (titrated, usually from 56.4 µM), for inactives: cytoprotection (ATP increase), actives largely listed as activators | PC12 HTT-Q103 induced, cytoprotection, ATP luminescence, 40 h;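 further: % of control where 0% means no effect; nearly all actives have a fitted effect of over 45% in size; toxic huntingtin expression switched on by the ecdysone agonist tebufenozide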
#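 Cells were plated at 1500 per well in phenol red-free DMEM with 5% equine and 5% calf serum. Tebufenozide (100 nM final) and compounds were added, then ATPlite reagent, and luminescence was read.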
# Tau fluor counter: counter-screen for tau fibril formation inhibitors; tau K18 P301L (four-repeat tau fragment) Alexa594 fluorescence, heparin fibrillization; Potency, µM (top dose mostly 57.7 µM), without a hit: at the top dose activity change, negative = decrease; 280,000 tested, 0.93% active; further: on the % scale 0 is the no-effect control and ±100 the full control effect; nearly all actives have a fitted effect of over 55% in size
#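 Human K18 P301L tau (15 uM unlabeled plus 0.24 uM Alexa 594-labeled, final) in 100 mM sodium acetate pH 7 was mixed with compound and 20 uM heparin and incubated 6 hr at 37 C.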
# TRb SRC2 PPI: TRbeta-SRC2 interaction inhibition; P10828; TRbeta-SRC2 peptide binding, fluorescence polarization; receptor liganded with 1 µM T3; Potency, µM (top dose mostly 106 µM), for the others: top-dose activity change, negative = inhibition, hits mostly inhibitors; 280,000 tested, 0.065% active; AID 1469;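 further: plate controls were bound peptide for no effect and peptide without receptor for full effect; nearly all actives have a fitted effect of over 50% in size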
# Target sequence (P10828 whole entry, looked up): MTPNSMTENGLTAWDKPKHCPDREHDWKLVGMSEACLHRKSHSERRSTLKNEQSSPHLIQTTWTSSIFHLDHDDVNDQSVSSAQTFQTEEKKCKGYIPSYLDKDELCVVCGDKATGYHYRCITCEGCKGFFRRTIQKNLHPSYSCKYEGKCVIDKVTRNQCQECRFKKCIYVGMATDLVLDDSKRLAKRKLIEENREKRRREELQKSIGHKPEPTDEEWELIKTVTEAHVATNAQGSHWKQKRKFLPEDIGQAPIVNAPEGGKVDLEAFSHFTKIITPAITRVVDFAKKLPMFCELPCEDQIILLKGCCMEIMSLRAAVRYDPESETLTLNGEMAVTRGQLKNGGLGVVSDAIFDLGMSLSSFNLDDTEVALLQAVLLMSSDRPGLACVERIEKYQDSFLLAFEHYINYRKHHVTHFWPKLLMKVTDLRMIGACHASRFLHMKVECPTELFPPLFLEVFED
#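 Binding of a 20-amino-acid Texas Red SRC2 peptide (20 nM) to TRb ligand-binding domain (0.6 uM) with agonist T3 at 1 uM was followed by fluorescence polarization after a 5 hr room-temperature incubation.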
# RECQ1 helicase: blocks DNA unwinding by human RECQ1 | Potency, µM (top dose mostly 57.3 µM), inactives show at the top dose activity, negative = inhibition, usual class: inhibitors | P46063 | RECQ1 DNA unwinding, red fluorescence kinetic read | AID 2549 | 240,000 tested, 0.54% active;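 further: plate controls were vehicle for no effect and no enzyme for full effect; nearly all actives have a fitted effect of over 30% in size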
#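 RECQ1T1 50 nM; forked duplex (20 bp + 30-nt ss tails) 200 nM, ATP 2 mM final; pH 8.0, 2 mM MgCl2, 2.5 ug/ml poly(dI-dC); 15 min compound preincubation; discontinuous kinetic read over 2 h at RT.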
# An asterisk follows results filed as active; i = inactive; ? = inconclusive; nt = no result given; [ ] = another dose, or the depositor's remark. Unless noted, the call rests on the fitted dose curve; in most records, active means well fitted curve in the direction sought with a large enough effect; inconclusive means small, poorly fitted or top-dose-only effect, or another doubt; inactive means no such curve, though single readings can be large; an effect the other way counts as inactive or inconclusive. Potency means the concentration at half of the fitted maximal effect. Some of the compounds tested (hit frequency here may not be typical).
molecule | Tau FP inhib | L3MBTL1 inh | TR SRC2 fluor cs | Tau fibril ThT | HTT cytoprotect | Tau fluor counter | TRb SRC2 PPI | RECQ1 helicase
Cn1nccc1C(=O)Nn1cnnc1 | 5% | 2% | -2% | -2% | 3% | 1% | -13% | -10%
COc1ccc(CC(=O)O/N=C(\N)c2ccncc2)cc1 | 4% | 8% | 2% | 1% | -2%[10 µM] | -1% | 8% | -3%
CC(=O)c1cc(CN2CCN(Cc3ccccc3)C(CCO)C2)cs1 (configuration not stated) | 0% | 3% | -2% | -1% | -4%[10 µM] | -1% | -4% | i
CC1C=CCC2C(=O)N(c3ccc(Cl)cc3O)C(=O)C12 (configuration not stated) | -1% | 1% | -7% | 0% | nt | 2% | -1% | 6%
Cc1ccccc1CSc1nnc(C)c(=O)n1N | ? | 0% | -2% | 2% | -1%[10 µM] | -3% | -4% | i
O=C(CSc1cn(CCNC(=O)c2cccs2)c2ccccc12)NC1CCCC1 | 10% | 0% | -1% | -7% | 12%[10 µM] | -11% | -8% | i
CCOc1ccc(C(CC(=O)O)NC(=O)c2sc3ccccc3c2Cl)cc1 (configuration not stated) | -3% | 2% | 3% | -12% | -7%[10 µM] | -2% | -2% | -5%
CSc1nc2nc3c(c(=O)n2[nH]1)CCCC3 | -5% | 7% | -5% | -8% | -3%[10 µM] | 0% | -8% | -9%
COc1ccccc1C(=O)N/C(N)=N/c1nc2ccccc2o1 | -1% | 3% | 0% | -11% | -32% | -9% | -1% | i
Cc1ccc2nc(Cl)c3cc(C(=O)N(C)C4CCCCC4)sc3c2c1 | -12% | nt | 0% | -15% | nt | -10% | 5% | nt
NC(=O)COc1ccc2c3c(c(=O)oc2c1)CCCCC3 | 0% | -5% | -11% | -7% | -12%[0.074 µM] | 0% | -1% | -5%
CCN(CC)C(=O)c1ccc(COc2ccccc2Cl)cc1 | 14% | nt | 0% | -21% | -1% | -7% | -5% | -4%

# Two records picked at random from those above, as already listed:
molecule | Tau FP inhib | L3MBTL1 inh | TR SRC2 fluor cs | Tau fibril ThT | HTT cytoprotect | Tau fluor counter | TRb SRC2 PPI | RECQ1 helicase
COc1ccc(CC(=O)O/N=C(\N)c2ccncc2)cc1 | 4% | 8% | 2% | 1% | -2%[10 µM] | -1% | 8% | -3%
Cc1ccccc1CSc1nnc(C)c(=O)n1N | ? | 0% | -2% | 2% | -1%[10 µM] | -3% | -4% | i

# Remaining list, next part.
molecule | Tau FP inhib | L3MBTL1 inh | TR SRC2 fluor cs | Tau fibril ThT | HTT cytoprotect | Tau fluor counter | TRb SRC2 PPI | RECQ1 helicase
Cc1cccc(N(CC(O)CON=C2c3ccccc3-c3ccccc32)S(C)(=O)=O)c1 (configuration not stated) | -8% | nt | -1% | -17% | -49%[inhibitor] | ? | 0% | -14%
COc1ccccc1CNC(=O)[C@@H]1CCCN1C(=O)C1CCN(S(=O)(=O)c2ccc(C)cc2)CC1 | 1% | -4% | 2% | 8% | -1% | -1% | 11% | -8%
Cc1nn(C(C)C(=O)Nc2ccc(Cl)cn2)c(C)c1[N+](=O)[O-] (configuration not stated) | -6% | -4% | -2% | -3% | -17% | -2% | -4% | i
CC1CCC(NC(=O)c2ccc3c(c2)N(Cc2cccc(F)c2)C(=O)c2ccccc2S3)CC1 (configuration not stated) | -2% | nt | -60% | -7% | nt | -4% | -9% | nt
CCOC(=O)c1c(NC(=O)C2c3ccccc3Oc3ccccc32)sc2c1CCC(CC)C2 (configuration not stated) | -11% | nt | ? | ? | nt | -19% | -1% | nt
Cc1ccccc1N1C(=O)C2C3CC(=O)C(c4ccccc43)C2C1=O (configuration not stated) | 4% | 12% | 1% | 6% | 8%[10 µM] | 8% | 5% | i
Brc1ccc(CNc2nc3ccccc3n2CCN2CCCCC2)cc1 | 14% | -29% | 1% | ? | -16%[10 µM] | ? | -7% | -10%
O=S(=O)(NC1=NCCCCC1)c1ccccc1Cl | 6% | 8% | 0% | 6% | 17%[10 µM] | 4% | 0% | i
NC(=O)COC(=O)c1ccc(C(=O)C(=O)c2ccccc2)cc1 | -6% | ? | -1% | -15% | -22% | -5% | -2% | 4%
COc1ccc(Nc2cccccc2=O)cc1 | -3% | -6% | 2% | ? | 5% | -8% | 0% | 11%
CC(=O)c1c(N2CCN(Cc3ccc4c(c3)OCO4)CC2)nc(=S)n(-c2ccccc2)c1C | 2% | nt | 0% | 5% | -32% | 0% | -14% | i
CCOC(=O)C1CCN(c2ncnc3c2c(-c2ccccc2)cn3-c2ccc(C)cc2)CC1 | 6% | nt | -1% | ? | 9% | -6% | 3% | -7%
Cn1c(N2CCCCC2)cc(=O)n(C)c1=O | 8% | -7% | -1% | -8% | 12% | 0% | -6% | 1%
Cc1ccccc1CN(C)CC(=O)NC(C)CCc1ccccc1 (configuration not stated) | 1% | 20% | -2% | -4% | -64%[inhibitor] | -5% | 2% | i
O=C(C1CC1)N1CCc2cc(Br)cc(S(=O)(=O)NCc3ccccn3)c21 | -1% | nt | -4% | -7% | 1% | -1% | -1% | -1%
CCOC(=O)C1=C(C)Nc2ncnn2C1c1ccc2c(c1)OCO2 (configuration not stated) | -1% | nt | -1% | -10% | -8%[0.074 µM] | -2% | 7% | 3%
Cc1ccc(CSc2ncc(Cl)c(C(=O)Nc3nc4ccc(C)cc4s3)n2)cc1 | -6% | nt | 1% | 2% | nt | -4% | 2% | nt
COC(=O)C[C@H]1c2ccccc2[C@H]2C(=C[C@@H](C)[C@H]3C(=O)N(O)C(=O)[C@H]32)N1C(=O)OC | 0%[11.6 µM] | nt | -1%[11.2 µM] | -4%[11.5 µM] | -2%[10 µM] | -3%[11.6 µM] | 1%[11.2 µM] | i[11.5 µM]
C=CCNS(=O)(=O)c1ccc(OCC(=O)OCC)cc1 | -3% | -5% | -6% | -2% | 4%[10 µM] | 1% | -10% | -20%
CSc1nsc(SC)c1C(=O)N1CCN(S(=O)(=O)c2ccc(C)cc2)C1C(C)C (configuration not stated) | -4% | -5% | 0% | -12% | 16%[10 µM] | -17% | -8% | -14%
CCOC(=O)c1cc(-c2ccccc2)nc2c1c(C)nn2-c1ccccn1 | -3% | nt | -7% | ? | -20% | -15% | -3% | 15%
O=C(CSCC(=O)NC1CC1)Nc1ccccc1 | -3% | ? | 0% | -6% | 8% | 3% | -5% | -7%
Cc1ccc2[nH]c(=O)c(CN(C)C(=O)c3cccs3)cc2c1 | -4% | nt | -1% | 0% | -31% | -4% | -1% | 9%
COc1cccc(NC(=O)CCc2c(C)nc3ncnn3c2C)c1 | 6% | nt | -2% | 5% | nt | 6% | -6% | nt
O=C(c1ccc(Cl)cc1)C1CCN(C(=O)NC2CCCCC2)CC1 | 8% | -6% | -3% | -8% | 14%[10 µM] | -4% | 1% | -2%
N#CC(C#N)=NNc1ccc(S(=O)(=O)N2CCCCC2)cc1 | 8% | -22% | -5% | 16µM* | 1%[10 µM] | ? | -1% | -14%
CCCCN1CC(c2nc3ccccc3n2CCCCOc2ccccc2C)CC1=O (configuration not stated) | 2% | nt | 0% | 3% | nt | 6% | 4% | nt
Cn1c(=O)c2c(-c3ccc(C(C)(C)C)cc3)n(N3CCOCC3)cc2n(C)c1=O | 6% | 35% | -1% | 11% | -3% | 14% | -24% | i
CC1CCC2C(=O)N(c3cccc(OS(=O)(=O)c4ccccc4)c3)C(=O)C2C1 (configuration not stated) | -14% | 5% | -4% | -7% | nt | -27% | -9% | i
Cc1nc(N2CCCC2)ncc1C(=O)NCc1cccc(Cl)c1 | -2% | nt | 0% | -7% | nt | -3% | 2% | nt
Cc1nc2ncnn2c(C)c1CCC(=O)NCc1ccc2c(c1)OCO2 | -3% | -1% | -3% | -2% | -10% | -1% | 2% | 11%
CCn1cc(C(=O)O)c(=O)c2cc(F)c(N/N=C/c3ccccc3[N+](=O)[O-])cc21 | 7% | 11% | -2% | ? | 0%[10 µM] | -8% | -5% | -7%
COc1cnc(SCc2c(Cl)cccc2Cl)nc1Cl | ? | 105%[activator] | -2% | -10% | -43%[inhibitor] | -22% | -2% | -4%
CCN(CC)CCNS(=O)(=O)c1ccc(Cl)cc1 | -8% | 0% | -7% | -8% | -16% | 0% | -1% | 8%
CCn1c(O)c(N=NC(=O)c2ccc(CSc3nncn3C)cc2)c2ccccc21 | 8% | 4% | ? | ? | nt | -5% | 5% | 1%
COc1ccccc1Oc1c(C)oc2c(CN3CCN(CCO)CC3)c(O)ccc2c1=O | 14% | 3% | 2% | -12% | -4% | -8% | 8% | -4%
O=C(COc1ccc(Cl)cc1)Nc1ccc2nc(SCC(=O)N3CCOCC3)sc2c1 | -11% | nt | -16% | 0% | nt | ? | -2% | nt
COc1ccc(CNC(=O)c2cc3c(C)nc4ccccc4c3o2)c(OC)c1 | 6% | nt | -3% | -4% | 7% | -13% | -4% | -8%
CC(=O)NCC(=O)NNC1CC(=O)N(c2cccc(Cl)c2)C1=O (configuration not stated) | -3% | nt | -1% | nt | 7%[10 µM] | -2% | 6% | -14%
COc1ccc(COc2ccccc2C(N)=O)cc1F | 10% | -4% | 0% | -10% | nt | -10% | -2% | 3%
O=C(NCc1ccc2c(c1)CCN2C(=O)c1ccncc1)c1ccc(Cl)cc1 | -7% | nt | 0% | 2% | nt | -9% | -3% | nt
CCOC(=O)c1c(C)c(C(=O)Nc2ccc3c(c2)OCO3)c(C)n1C | -2% | -12% | 1% | ? | -22% | -14% | 9% | 1%
COC(C[C@H](O)[C@@H](C)[C@@H](O)COCc1ccccc1)OC | -6% | nt | -1% | 2% | -26%[10 µM] | 0% | 4% | i
CCOc1ccccc1CNc1nc2nc(C)c(CC(=O)OC)c(=O)n2[nH]1 | -2% | nt | ? | -6% | nt | -8% | -10% | nt
Cc1ccc(-n2nc(C)c(C3C(C#N)=C(N)OC4=C3C(=O)CCC4)c2Cl)cc1 (configuration not stated) | -5% | -6% | 4% | ? | -6% | -17% | 5% | 10%
